GC-A act: GC-A stimulated cGMP production enhancers – HEK293 GC-A cells, cGMP TR-FRET, EC30 ANP, primary screen | AID 1671463, 2021 | activation, % at 10 µM | 370,000 compounds, 0.14% hits | Atrial natriuretic peptide receptor 1 (Homo sapiens), P16066 | 0% at EC30 ANP, 100% saturating ANP; in the data active means activation above about 40%
Target sequence (P16066 whole entry, looked up): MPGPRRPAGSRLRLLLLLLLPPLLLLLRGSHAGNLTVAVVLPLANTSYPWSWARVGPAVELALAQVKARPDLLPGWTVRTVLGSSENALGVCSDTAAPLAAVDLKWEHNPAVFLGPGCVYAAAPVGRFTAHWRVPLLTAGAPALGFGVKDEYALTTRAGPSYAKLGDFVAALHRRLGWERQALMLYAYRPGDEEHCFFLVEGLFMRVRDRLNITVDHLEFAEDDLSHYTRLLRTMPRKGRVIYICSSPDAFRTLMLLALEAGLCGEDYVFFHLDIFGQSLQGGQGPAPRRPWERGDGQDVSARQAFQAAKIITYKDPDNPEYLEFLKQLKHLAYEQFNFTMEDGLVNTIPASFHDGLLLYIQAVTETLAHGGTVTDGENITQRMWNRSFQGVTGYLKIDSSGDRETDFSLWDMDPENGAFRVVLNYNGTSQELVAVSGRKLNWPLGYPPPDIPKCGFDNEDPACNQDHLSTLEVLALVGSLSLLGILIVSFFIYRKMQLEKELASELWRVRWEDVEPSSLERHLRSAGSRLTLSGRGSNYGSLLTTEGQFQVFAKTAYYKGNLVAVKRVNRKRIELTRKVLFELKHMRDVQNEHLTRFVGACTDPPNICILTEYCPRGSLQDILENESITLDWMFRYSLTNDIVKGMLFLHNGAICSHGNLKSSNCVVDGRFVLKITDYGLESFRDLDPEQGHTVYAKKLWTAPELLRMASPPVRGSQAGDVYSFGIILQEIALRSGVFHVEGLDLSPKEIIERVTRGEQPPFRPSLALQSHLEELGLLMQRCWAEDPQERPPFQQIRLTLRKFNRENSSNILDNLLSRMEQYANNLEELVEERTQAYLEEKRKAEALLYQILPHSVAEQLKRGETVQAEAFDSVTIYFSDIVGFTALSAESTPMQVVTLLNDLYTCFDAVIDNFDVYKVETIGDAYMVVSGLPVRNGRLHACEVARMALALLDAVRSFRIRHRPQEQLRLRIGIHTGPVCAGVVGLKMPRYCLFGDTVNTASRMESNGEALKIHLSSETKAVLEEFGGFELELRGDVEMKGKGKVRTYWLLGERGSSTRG
DAX1 inh-1: DAX1 (NR0B1) inhibitors on StAR promoter, primary screen, cell-based, luminescence, SF-1 (NR5A1), full-length DAX-1 | 370,000 compounds, 1.1% hits | inhibition, % at 6.8 µM | HEK293T StAR-luciferase reporter, SF-1/DAX-1 repression relief | AID 652010, 2013;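 active means inhibition above the mean over all tested compounds plus 3 SD, cut at about 3.6% in these data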;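 further: 0% = DAX-1 cells with DMSO and 100% = cells lacking DAX-1 with DMSO; higher inhibition means more luminescence from relief of DAX-1 repression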
hgDAF-12 ag: H. glycines DAF-12 receptor agonists, primary screen, cell-based, luminescence, HEK293, GAL4 fusion, UAS-luciferase; HEK293 GAL4-hgDAF12 UAS-luciferase reporter, agonist luminescence; normalized to butyrate control; 370,000 compounds, 1.8% hits; activation, % at 6.8 µM;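 active means activation above a cutoff set at the mean of all screened compounds plus 3 SD, cut at about 10% in these data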;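 further: 0% = DMSO wells and 100% = sodium butyrate wells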
GC-B act: human GC-B receptor activators, primary screen, HEK293 GC-B cells, cGMP TR-FRET, EC30 CNP; AID 1920062, 2024; activation, % at 10 µM; 0% at EC30 CNP, 100% saturating CNP; 370,000 compounds, 0.11% hits;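 active means activation at 10 µM reaching about 35% in either raw or pattern-adjusted values, limit read from the data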
FXN GAA850 act: FXN promoter activators, primary screen, cell-based, luciferase luminescence, HEK293 lucGAA850; AID 540364, 2011; activation, % at 6 µM; HEK293 lucGAA850 FXN promoter luciferase reporter, 24 h; percent of 10 µM SAHA response; 360,000 compounds, 0.56% hits;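 active means activation above the average of all compounds screened plus 3 SD, cutoff fixed separately per campaign, cut at about 7.5% in these data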;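 further: 0% = DMSO wells and 100% = 10 µM SAHA wells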
ADAM10 inh: human ADAM10 inhibitors, primary screen, biochemical, QFRET, HTS | inhibition, % at 7 µM | recombinant ADAM10, EDANS/DABCYL FRET peptide cleavage, 3 h | 370,000 compounds, 0.62% hits | Disintegrin and metalloproteinase domain-containing protein 10 (Homo sapiens), O14672;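 active means inhibition above a per-campaign cutoff equal to the mean of compounds falling between control-based bounds plus 3 SD, cut at about 20% in these data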;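 further: 0% = DMSO wells while the 100% control is not disclosed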
hcDAF12 agonist: H. contortus DAF-12 nuclear receptor activators, primary screen, cell-based, luminescence, HEK293, lit1-tk-luc reporter. HEK293 hcDAF-12 lit1-tk-luc reporter; 0% DMSO, 100% Δ7-dafachronic acid. activation, % at 6.8 µM. 370,000 compounds, 1.4% hits;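 active means activation above the mean of all tested compounds plus 3 SD, cut at about 5.5% in these data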;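 further: 100% = response to 3 µM Δ7-dafachronic acid high control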
DAX1 inh-2: DAX1 (NR0B1) inhibitors, primary screen, cell-based, HEK293, Gal4-DAX1, luciferase luminescence. 340,000 compounds, 0.99% hits. HEK293 Gal4-DAX1 luciferase reporter. inhibition, % at 6.75 µM. AID 504766, 2011. Nuclear receptor subfamily 0 group B member 1 (Homo sapiens), P51843;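 active means inhibition above the mean over all tested compounds plus 3 SD, cut at about 4.2% in these data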;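 further: 0% = DAX1-transfected cells with DMSO and 100% = empty-vector control cells with DMSO; inhibition shows as a rise in luminescence from relieved DAX1 repression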
ssDAF-12 act: S. stercoralis DAF-12 nuclear receptor activators, primary screen, cell-based, luminescence, HEK293, GRIP1 co-expression, lit1-tk-luc; Nuclear hormone receptor DAF-12 (Strongyloides stercoralis); HEK293 ssDAF-12/GRIP1 lit1-tk-luc reporter; % of 3 µM dafachronic acid response; activation, % at 6.8 µM; 370,000 compounds, 1% hits; AID 652126, 2013;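 active means activation above the mean over all tested compounds plus 3 SD, cut at about 0.9% in these data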;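 further: 0% = DMSO-only wells and 100% = 3 µM delta7-dafachronic acid wells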
SMARCA2 act: SMARCA2 (BRM) function activators, primary screen, cell-based, luminescence, high throughput | MG213 cells, MMTV-luciferase reporter, dexamethasone, overnight | activation, % at 9.1 µM | 370,000 compounds, 1% hits | AID 652017, 2013; in the data active means activation above about 7.8%;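 further: 0% = vehicle wells and 100% = reference activator wells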
HGIII-sPLA2 inh: human group III sPLA2 inhibitors, primary screen, biochemical, QFRET, BODIPY PC-A2 liposome substrate. QFRET BODIPY PC-A2 liposome hydrolysis, fluorescence. inhibition, % at 12.2 µM. 370,000 compounds, 0.56% hits;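 active means inhibition above mean plus 3 SD of compounds lying within the high and low control bounds, cut at about 19% in these data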;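 further: 0% = median of test compound wells and 100% = no enzyme DMSO wells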
An asterisk follows results filed as active; i = inactive; / = no result given. Not a hit list. Share with any hit: about 6.6%.

Each structure is followed by: GC-A act	DAX1 inh-1	hgDAF-12 ag	GC-B act	FXN GAA850 act	ADAM10 inh	hcDAF12 agonist	DAX1 inh-2	ssDAF-12 act	SMARCA2 act	HGIII-sPLA2 inh
CC1CN(S(=O)(=O)N(C)C)CCN1S(=O)(=O)N(C)C (centres undefined)
  2	-0.1	1.6	6	0.3	1	-0.6	0.0	-1.6	2	6
O=C(Nc1ccc(S(=O)(=O)NCc2cccnc2)cc1)c1ccccc1Cl
  1	-2.3	-5.1	2	-0.3	8	-3.8	-2.7	-1.5	-6	-3
O=C(Nc1ccc(-n2cnnn2)cc1)C(c1ccccc1)c1ccccc1
  -10	-1.1	-2.5	0	0.1	0	-0.5	1.4	-1.5	1	-14
CCn1ccc(C(=O)N2CCOCC2)n1
  -1	0.6	-0.4	-5	-1.3	5	-1.4	0.5	-0.6	1	4
O=C(CNC(=O)C(c1ccccc1)c1ccccc1)OCC(=O)c1cccs1
  -2	-0.5	-1.4	-2	3.4	4	0.6	-1.1	-1.4	-4	-16
NS(=O)(=O)c1cc(C(=O)OCC(=O)Nc2ccc(N3CCCCC3)cc2)ccc1Cl
  -3	0.2	5.0	-2	1.5	5	-1.0	-0.9	-0.3	8	1
CNc1nc(Nc2ccc(C(C)=O)cc2)nc(OC(C(F)(F)F)C(F)(F)F)n1
  9	-1.0	-2.2	0	0.0	6	-1.1	-1.1	-1.1	1	-1
CSc1ccccc1NC(=O)C1(C)CCN1C(=O)Cc1ccc(Cl)cc1Cl (centres undefined)
  -4	-1.6	-1.7	-4	-2.8	-4	-1.5	/	-1.9	-2	-10
CCOC(=O)C1CCN(C(=O)c2cccc(NS(=O)(=O)c3ccc(Br)cc3)c2)CC1
  -1	0.0	-2.4	1	-0.4	-9	0.0	0.2	-1.6	-3	-17
COc1ccc(N(CC(=O)N2CCOCC2)S(C)(=O)=O)c(OC)c1
  2	0.3	-1.7	-1	2.2	10	0.1	-0.6	-1.1	-1	3
COc1cccc(CNC(=O)CCC2CCCN(C(=O)c3csc(C(C)C)n3)C2)c1 (centres undefined)
  3	0.1	-1.4	-2	-1.9	4	-1.3	0.2	-1.4	-4	5
CC(C)(C)C(=O)NC(=S)Nc1ccc(Cl)c(C(=O)O)c1
  -3	0.6	3.2	0	1.1	-8	0.6	-0.1	-0.6	-3	8
Cc1c(C(=O)Nc2ccccc2N2CCN(C)CC2)oc2ccc(F)cc12
  1	-2.2	3.4	-8	3.4	2	2.0	-0.8	1.0*	1	-17
O=C(COc1ccccc1Cl)Nc1ccc(C(=O)O)cc1NC(=O)COc1ccccc1Cl
  3	0.7	0.9	2	-0.6	-5	-1.3	1.5	-0.1	-3	-11
COc1cc(C=O)ccc1OCCOCCOc1ccc(Cl)cc1Cl
  2	-0.3	1.2	-3	3.5	9	-1.0	0.4	-1.4	1	-12
CO/N=C/CC(=O)c1cnc(-c2ccccc2)s1
  1	0.1	-2.7	-4	0.9	-3	-0.8	2.9	-1.3	1	-8
CC(=O)c1cccc(NC(=O)COc2ccccc2)c1
  -2	0.6	4.5	-2	2.0	-9	-2.1	1.2	-1.1	-1	2
COc1cccc(NC(=O)Nc2cnccn2)c1
  0	0.0	3.4	-9	3.8	-14	-0.6	-0.6	-1.3	2	1
Cc1ccc(Nc2nc(C(=O)N3CCC(C(=O)NCCN4CCOCC4)CC3)cs2)cc1
  -3	-0.4	-2.0	3	-0.1	1	-0.7	0.2	-1.7	-1	1
COc1ccc(-c2nc(SC(C)C(=O)NCC3CCCO3)n[nH]2)cc1 (centres undefined)
  0	-3.2	5.3	1	-4.0	-5	-0.8	-1.2	0.0	-2	-2
O=C(NC(=S)Nc1ccccc1Br)c1ccco1
  1	0.5	10	-2	2.8	2	2.1	0.9	0.1	6	9
O=C(CSc1nc2nn(-c3ccccc3)c(=O)c-2c2n1CCCCC2)NCCc1ccccc1
  -4	-0.4	-1.6	-3	2.7	-9	-2.0	-0.2	-0.7	0	2
O=C(OCC(=O)N1CCN(c2ccccc2)CC1)c1ccccc1NCCO
  1	0.1	-4.4	3	0.8	i	0.3	-0.3	-0.8	1	8
O=C(N=C1SC2CS(=O)(=O)CC2N1c1ccc(F)cc1F)C1CC1 (centres undefined)
  -1	-0.4	1.7	-1	2.2	4	1.0	0.7	-1.1	-1	-5
CN(CC(=O)Nc1ccc(F)c(F)c1F)C(=O)CCCSc1nc2ccccc2[nH]1
  -1	-1.0	-0.8	-4	1.4	5	-1.0	-0.8	-1.5	2	-4
COC(=O)c1c(NC(=O)C2CC=CCC2C(=O)O)sc(C)c1C (centres undefined)
  -3	0.1	2.8	-6	6.1	-15	0.0	0.1	-1.4	-2	-4
CC(C)(C)S(=O)N1Cc2cc(C(=O)NCCCN3CCOCC3)nc(-c3cccc(-c4cc5ccccc5o4)c3)c2[C@H]1CCO (some centres undefined)
  6	-3.0	-3.0	5	/	-10	-2.7	/	-1.7	-3	-2
OC[C@@H]1CN(Cc2ccc(F)cc2)C[C@H](n2cnc3c(N4CCCC4)ncnc32)O1
  -1	-0.5	-2.6	8	-0.4	4	-0.1	/	-0.6	3	3
Cc1ccccc1NC(=O)CSc1ccc(-c2ccc(-n3cccn3)cc2)nn1
  -11	-0.1	2.7	-8	0.1	-9	-1.0	-0.1	-0.6	2	11
CCOC(=O)c1c(NC(=O)/C=C/C(=O)O)sc(C)c1-c1ccc(C)c(C)c1
  0	-1.4	-2.7	6	2.5	6	-1.1	-0.9	-2.5	-3	-23
Cc1ccc(C(=O)Cn2c(NCCO)nc3ccccc32)cc1
  3	-0.8	0.1	2	2.4	5	0.3	-0.2	-0.5	0	-21
COC(=O)Cc1c(C)nc2nc(-c3cccnc3)[nH]n2c1=O
  9	-1.0	0.8	0	0.9	-4	0.6	0.3	-1.2	-1	2
C=CCO/N=C(/C)c1ccc(Oc2cnccn2)cc1
  2	-0.6	4.5	0	1.6	0	-0.1	-1.2	-1.7	3	1
CC(=O)Nc1ccc(SC[C@H](C)CN2CC[C@H](O)CCC2=O)cc1
  -2	-0.1	0.7	1	-0.3	3	1.2	1.5	-0.9	0	1
O=C(Cn1cccc1)Nc1ccc(F)cc1F
  -2	0.3	1.8	6	0.5	-2	-1.0	0.1	-0.5	-2	-1
O=C(CNC(=O)c1ccccc1)OCCOc1cccc(Cl)c1
  -1	0.5	4.0	-4	-2.6	-6	-0.6	3.3	-0.8	-1	2
CC(=O)c1cccc(OCC(O)CN2CCN(C(=O)c3ccco3)CC2)c1 (centres undefined)
  0	-0.4	2.5	-2	-1.2	2	-0.9	0.7	-0.8	3	3
Cc1ccc(/C=N/N2CCN(c3ccccn3)CC2)cc1
  -1	1.7	10	-4	3.1	-4	1.5	2.8	-0.3	-3	6
Cc1c(C(=O)Nc2ccc(F)c(F)c2)oc2ccc(S(=O)(=O)N3CCCCC3)cc12
  /	0.3	1.3	/	-1.5	-13	0.0	-0.9	-0.3	-1	12
O=C(CSc1ccc(Cl)cc1)N1CCOCC1
  0	0.5	1.6	2	-0.7	2	0.3	0.4	-0.8	-1	0
O=C1c2cccc3cccc(c23)C(=O)N1c1ccc2ncccc2c1
  4	0.5	-3.5	11	1.1	-2	-3.0	-1.3	-1.9	-1	-12
CCOc1ccc(S(=O)(=O)N2CCCCC2)cc1NC(=O)C1CSC2(C)CCC(=O)N12 (centres undefined)
  3	-0.8	-1.1	7	-0.6	5	-1.2	-0.9	-1.7	-4	1
OC[C@@H]1CN(C2CCCC2)C[C@H](n2cnc3c(NC4CCC4)ncnc32)O1
  -4	0.5	-2.2	-4	2.1	-20	-1.6	/	-0.4	-2	3
Cc1c(C(=O)NCC2CCCO2)oc2ccc3c(c12)C(=O)CC(C)(C)O3 (centres undefined)
  14	1.2	17*	13	5.1	-408	5.0	0.5	0.2	4	-1
CCCC(=O)NC1=C(Cl)C(=O)c2ccccc2C1=O
  6	-3.6	-2.5	-11	-6.1	-3	0.6	-3.9	-1.3	-4	3
O=C(NCCNC(=O)c1ccccn1)c1ccccc1
  -1	0.2	0.7	-2	1.0	-3	0.7	0.0	-1.1	-3	-3
O=C(CSc1nnc(-c2cccnc2)o1)Nc1ccc(Cl)cc1
  0	0.1	1.1	0	1.8	-4	1.6	0.8	-0.7	2	-4
CC(=NOC(=O)c1ccc(F)cc1)c1nccs1
  3	0.9	1.6	0	0.7	-11	0.8	/	-1.0	-2	9
CC1CC(C)CN(CCC(=O)Nc2ccc3c(c2)CCC3)C1 (centres undefined)
  2	-0.5	-2.9	2	-0.6	-11	0.1	-1.1	-1.4	0	6
O=C(NCCCNC(=O)c1ccccc1Cl)c1cnccn1
  -6	0.2	-1.2	2	1.8	-10	0.6	-0.8	-0.8	-4	9
Cc1ccc(OCCn2nc3ccccc3n2)c(C)c1
  -5	0.8	3.4	3	1.6	-2	-1.9	-1.0	-0.8	4	-1
CCC1CCCCN1CCCNC(=O)c1ccc2c(=O)n(CCOC)c(=O)[nH]c2c1 (centres undefined)
  -2	0.8	0.9	-1	-2.3	-67	-0.6	-0.4	-0.8	3	-2
CCCC(=O)Nc1nnc(/C=C/c2ccc(OC)cc2)s1
  -5	0.0	1.5	-2	1.5	-133	2.8	-1.4	-1.6	4	-2
Cc1ccccc1S(=O)(=O)N1C(c2ccc(Cl)cc2)CC=C(C(=O)O)C1c1cccc(Cl)c1 (centres undefined)
  3	0.5	-1.2	1	/	5	1.7	/	-0.9	-6	-4
Cc1ccc(NC(=O)CN(C)C(=O)CNC(=O)c2cccs2)cc1
  1	1.6	2.2	3	-0.9	-1	-1.5	0.7	-0.9	-3	6

2 compounds drawn at random from those above:
Each structure is followed by: GC-A act	DAX1 inh-1	hgDAF-12 ag	GC-B act	FXN GAA850 act	ADAM10 inh	hcDAF12 agonist	DAX1 inh-2	ssDAF-12 act	SMARCA2 act	HGIII-sPLA2 inh
O=C(CSc1nnc(-c2cccnc2)o1)Nc1ccc(Cl)cc1
  0	0.1	1.1	0	1.8	-4	1.6	0.8	-0.7	2	-4
Cc1ccc(OCCn2nc3ccccc3n2)c(C)c1
  -5	0.8	3.4	3	1.6	-2	-1.9	-1.0	-0.8	4	-1
